Mcl1-Noxa inh = disrupts binding of human Mcl-1 to Noxa peptide | TR-FRET Mcl-1/Noxa peptide binding, 2 h | inhibition, % at 21.7 µM | 220,000 tested, 1.5% active | AID 1022;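 active = compounds that cut the protein-peptide binding signal by more than 50% relative to plate controls in a single-dose test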;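 note: His-tagged Mcl-1 with rhodamine Noxa BH3 peptide and terbium anti-His antibody; 0% = Mcl-1 plus Noxa peptide wells and 100% = peptide-only wells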
Target sequence (Q07820 whole entry, looked up): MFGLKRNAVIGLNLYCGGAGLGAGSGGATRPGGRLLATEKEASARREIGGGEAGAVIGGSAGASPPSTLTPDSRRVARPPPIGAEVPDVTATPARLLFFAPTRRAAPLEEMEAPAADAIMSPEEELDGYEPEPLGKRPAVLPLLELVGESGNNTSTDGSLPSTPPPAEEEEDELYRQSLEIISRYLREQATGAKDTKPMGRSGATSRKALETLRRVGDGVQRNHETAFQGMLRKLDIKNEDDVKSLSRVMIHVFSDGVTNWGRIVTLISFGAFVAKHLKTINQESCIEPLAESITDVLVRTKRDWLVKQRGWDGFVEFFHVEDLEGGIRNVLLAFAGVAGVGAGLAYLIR
Rab7 wt GTP bind = alters GTP binding to wildtype dog Rab7 | GST-Rab7 beads, fluorescent GTP binding, flow cytometry; actives lie on both sides; untreated = 100%, excess cold GTP = 0% | AID 758 | 190,000 tested, 0.055% active | GTP binding activity (percent of control), % at 10 µM;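 active = fluorescent GTP binding to Rab7 beads changed by at least 20 points from the 100% baseline, either direction, mostly lower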;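 note: median green fluorescence of bound Bodipy-FL-GTP per Rab7 bead population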
HRas wt GTP bind = changes GTP binding to wildtype human HRas | P01112 | GST-Ras wt beads, Bodipy-FL-GTP binding, flow cytometry; actives lie on both sides | GTP binding activity, % at 10 µM | 190,000 tested, 0.14% active | AID 759;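 active = GTP binding activity at least 20% away from the 100% baseline, either lowered as inhibitor or raised as activator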;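 note: 0% = unlabeled GTP competition control and 100% = no-compound control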
Target sequence (P01112 whole entry, looked up): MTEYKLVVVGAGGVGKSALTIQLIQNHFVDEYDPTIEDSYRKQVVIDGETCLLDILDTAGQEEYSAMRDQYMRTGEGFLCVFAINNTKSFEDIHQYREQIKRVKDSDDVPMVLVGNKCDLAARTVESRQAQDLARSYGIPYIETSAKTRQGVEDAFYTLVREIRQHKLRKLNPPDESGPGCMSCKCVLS
GSH fluor = compound fluoresces at 488/530 nm on GSH beads; GSH beads flow cytometry, compound fluorescence 488/530 nm; hits give high values; fluorescence (KMESF) at 10 µM; 190,000 tested, 0.25% active; AID 1776; in the data active = fluorescence above about 89;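 note: glutathione beads carrying GST-tagged Bcl family fusion proteins plus one bare bead set; values are compound well signal with DMSO vehicle wells as background; inactives centre near 16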
Pf gamet viab = inhibitors of late stage P. falciparum gametocyte viability; P. falciparum stage V gametocytes, ATP luminescence, 24 h; inhibition, % at 10.9 µM; 150,000 tested, 0.065% active;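 active = inhibition above the mean plus 3 SD of compounds within the control limits, set per campaign, cut at about 38% in these data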;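 note: 0% = DMSO wells and 100% = medium only without gametocytes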
Mcl1 Bid PPI = disrupts binding of human Mcl-1 to Bid peptide | TR-FRET Mcl-1/Bid-Dy647 peptide binding, 1536-well | inhibition, % at 21.7 µM | 220,000 tested, 0.97% active | AID 1021 | Q07820;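 active = compounds that cut the binding signal by more than half at the single screening dose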;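 note: His-tagged Mcl-1 with europium anti-His antibody binding Bid BH3 peptide; 0% = Mcl-1 plus peptide wells and 100% = peptide-only wells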
Avidin fluor = avidin bead compound fluorescence profile. Avidin beads, compound fluorescence 488/530 nm, flow cytometry; hits give high values. fluorescence (KMESF) at 10 µM. 220,000 tested, 0.38% active. AID 1775; in the data active = fluorescence above about 47; note: inactives centre near 10
Cdc42 wt GTP = modulators (inhibitors or activators) of GTP binding to human Cdc42 wildtype | percent activity (GTP binding), % at 10 µM | GST-Cdc42 beads, Bodipy-GTP binding, flow cytometry; actives lie on both sides | P60953 | 190,000 tested, 0.2% active;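 active = percent activity GTP binding at least 20 points away from the 100% baseline, either down as inhibitor or up as activator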;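 note: median bead fluorescence of bound Bodipy-FL-GTP at 100 nM; 0% = excess unlabeled GTP control and 100% = no compound control; below 100% means less GTP binding so inhibitor and above means activator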
Target sequence (P60953 whole entry, looked up): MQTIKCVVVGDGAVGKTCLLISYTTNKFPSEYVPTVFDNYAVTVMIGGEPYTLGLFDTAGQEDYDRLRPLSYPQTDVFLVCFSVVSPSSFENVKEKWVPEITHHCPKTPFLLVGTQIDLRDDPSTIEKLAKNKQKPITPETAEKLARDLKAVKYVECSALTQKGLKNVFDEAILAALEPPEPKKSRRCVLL
Rac1 wt modul = modulators of human Rac1 wildtype GTP binding | P63000 | GST-Rac1 beads, fluorescent GTP binding, flow cytometry; actives lie on both sides; 0 = cold GTP competed, 100 = untreated | GTP binding activity (% of control), % at 10 µM | 190,000 tested, 0.27% active;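 active = GTP binding activity at least 20 points away from the 100% control level, either lower or higher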
Rac1 act GTP bind = human Rac1 activated mutant GTP binding change; P63000; GST-Rac1 activated beads, fluorescent GTP binding, flow cytometry; actives lie on both sides; 100% means binding = to untreated wells; percent activity (GTP binding), % at 10 µM; 190,000 tested, 0.11% active; AID 764;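 active = GTP binding at least 20 percentage points away from the 100% baseline, in either direction, so actives lie on both sides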
Rab2 wt GTP = changes GTP binding to wildtype dog Rab2A, up or down. P61105. AID 760. GST-Rab2 wt beads, Bodipy-GTP binding, flow cytometry. GTP binding activity, % at 10 µM. 190,000 tested, 0.19% active;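 active = GTP binding activity at least 20 points away from 100%, either lowered or raised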;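 note: 0% = beads with excess unlabeled GTP and 100% = no-compound control corrected for plate trend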
Active calls of the source: *; nt = not tested or not shown.

SMILES	Mcl1-Noxa inh	Rab7 wt GTP bind	HRas wt GTP bind	GSH fluor	Pf gamet viab	Mcl1 Bid PPI	Avidin fluor	Cdc42 wt GTP	Rac1 wt modul	Rac1 act GTP bind	Rab2 wt GTP
COc1ccc(N2CCN(C(=O)Cn3nnc(-c4ccc(N(C)C)cc4)n3)CC2)cc1	52*	96	100	12	22	60*	6	103	103	102	101
CCCc1cc(C(=O)OC)c(NC(=O)CCCC(=O)O)s1	24	97	98	12	-2	-3	22	96	100	93	96
CCOC(=O)CSc1nnc(SCCN2C(=O)c3ccccc3C2=O)s1	17	105	103	7	7	-20	9	103	110	102	102
CCOC(=O)C1CCN(C(=O)NC23CC4CC(CC(C4)C2)C3)CC1	9	101	101	32	32	-11	14	103	106	102	103
O=C(O)c1ccccc1NCN1C(=O)C2CC=C(Cl)CC2C1=O (centres undefined)	0	104	109	22	nt	-94	19	108	106	100	110
Cc1ccc(Nc2nc(-c3ccc(S(=O)(=O)N4CCCC4)cc3)cs2)cc1C	10	107	107	11	nt	-29	16	107	104	101	106
O=C(NC1CCCCC1)C(Cc1ccccc1)NS(=O)(=O)c1cccs1 (centres undefined)	-1	102	101	10	nt	-14	36	106	108	100	102
Cc1ccccc1NC(=O)C1(NC(=O)c2cccc(N3C(=O)CSC3c3ccccc3)c2)CCCCC1 (centres undefined)	-4	98	94	37	nt	3	2	93	92	92	93
CCC(C)NC(=O)CSc1nc2ccccc2c(=O)n1CCCC(=O)NCC1CCCO1 (centres undefined)	10	99	100	17	-14	8	5	100	99	97	99
Cc1cc(C)c2nc(SCC(=O)NNC(=O)c3ccco3)c(C)cc2c1	4	93	94	23	-3	-12	9	92	96	96	93
CN(CCCC(=O)Nc1nccs1)S(=O)(=O)c1ccc(Cl)cc1	10	103	104	24	nt	-7	8	103	105	99	103
OCC1(CCCc2ccccc2)CCN(Cc2ccc(F)cc2)CC1	-2	99	98	9	2	-15	10	97	98	96	97
C=CCNC(=O)c1ccc(Cl)cc1Cl	27	99	97	33	14	0	17	99	98	97	99
COc1ccc(NS(=O)(=O)c2cc(NC(=O)CNC(=O)c3cccc(OC)c3)ccc2C)cc1	6	103	105	3	-1	-23	13	104	115	104	104
Nc1nc(CSCCO)nc(Nc2ccc(F)cc2)n1	11	102	103	17	nt	-3	9	104	109	102	102
CSc1nc(N2CCOCC2)c2c3c(sc2n1)CCC3	-4	94	96	23	15	-7	6	94	96	99	97
CC(CCc1ccccc1)NC(=O)C(=O)NCCO (centres undefined)	-12	100	105	19	-3	-32	8	106	103	101	106
CN1CCN(C(=O)c2ccccc2-c2ccccc2C(=O)O)CC1	8	100	100	38	nt	-8	5	102	103	99	100
CCOc1ccc(NS(=O)(=O)c2ccc(NS(=O)(=O)c3ccccc3)cc2)cc1	-2	103	103	45	nt	3	10	97	105	97	99
CCn1c(-c2cc(Cl)ccc2OC)n[nH]c1=S	59*	104	100	22	-9	42	13	100	105	98	102
O=S(=O)(NCc1cccc(C(F)(F)F)c1)NCc1ccccc1F	1	97	96	11	-12	1	13	96	100	94	94
COc1ccc(-c2noc(COc3ccc4c(c3)OCO4)n2)cc1OC	-19	95	93	nt	nt	-8	8	94	95	89	91
CC(Oc1ccc(Cl)cc1Cl)C(=O)NNC(=O)C(=O)N1CCCCC1 (centres undefined)	-7	90	94	9	-1	-22	13	93	97	97	99
Nc1c(C(=O)NC2CCCCC2)nsc1C(=O)OCC(=O)NC1CCCCC1	-7	97	98	28	4	-16	12	101	97	96	96
CCc1ccc(N/C(SC)=C(/C#N)C(N)=O)cc1	13	103	101	15	nt	-13	8	100	99	98	101

Full records, looked up by structure. Order of values: Mcl1-Noxa inh	Rab7 wt GTP bind	HRas wt GTP bind	GSH fluor	Pf gamet viab	Mcl1 Bid PPI	Avidin fluor	Cdc42 wt GTP	Rac1 wt modul	Rac1 act GTP bind	Rab2 wt GTP
`CCCc1cc(C(=O)OC)c(NC(=O)CCCC(=O)O)s1` is entered as 24	97	98	12	-2	-3	22	96	100	93	96
`O=C(O)c1ccccc1NCN1C(=O)C2CC=C(Cl)CC2C1=O` (centres undefined) is entered as 0	104	109	22	nt	-94	19	108	106	100	110
`COc1ccc(-c2noc(COc3ccc4c(c3)OCO4)n2)cc1OC` is entered as -19	95	93	nt	nt	-8	8	94	95	89	91

Next part.
SMILES	Mcl1-Noxa inh	Rab7 wt GTP bind	HRas wt GTP bind	GSH fluor	Pf gamet viab	Mcl1 Bid PPI	Avidin fluor	Cdc42 wt GTP	Rac1 wt modul	Rac1 act GTP bind	Rab2 wt GTP
CCC(C)(C(=O)NC1CCCCC1)N(Cc1ccco1)C(=O)c1ccc2c(c1)OCO2 (centres undefined)	nt	94	93	29	16	-22	10	97	94	92	93
O=C(NCCCN1CCOCC1)C1CCC(=O)N1C1CCCCC1 (centres undefined)	14	102	102	43	nt	3	4	100	102	100	104
Cc1cc(=O)[nH]c(SCC(=O)Nc2ccc(S(=O)(=O)N3CCCCC3)cc2)n1	-5	97	95	55	2	10	8	96	94	93	93
Cc1cc2cc(C)c3nnc(SCc4ccccn4)n3c2cc1C	18	102	95	17	-11	-16	18	96	96	97	95
CCCn1c(C)cc(/C=C(\C#N)C(=O)OCC(=O)Nc2ccc(OC)c(Cl)c2)c1C	7	97	97	15	9	-31	23	101	100	99	95
O=C(O)c1cccc(-n2cccc2/C=C2/NC(=O)N(Cc3ccccc3F)C2=O)c1	26	93	92	10	-6	-74	20	91	90	90	90
O=C(CN1CCN(c2ncc(C(F)(F)F)cc2Cl)CC1)Nc1ccc2c(c1)OCO2	13	97	98	26	6	-21	11	97	97	95	96
CCOC(=O)COc1ccc(S(=O)(=O)Nc2ccc3c(c2)OCO3)cc1	20	101	100	16	nt	-18	38	101	100	100	101
Cc1nn(C)c(C(=O)Nc2ccc(Br)cc2F)c1Br	0	96	100	9	nt	-12	3	102	100	103	101
Cc1ccc(-n2nnnc2-c2cnoc2-c2cccc(F)c2)cc1	-1	98	100	26	11	3	3	99	104	100	103
O=C(CCCN1C(=O)CCC1=O)Nc1ccc(Cl)c(C(F)(F)F)c1	22	102	100	28	-3	6	4	100	101	99	102
CC(C)n1cnc2cc(NCc3nc4ccccc4n3C)ccc21	19	90	96	24	-4	-32	6	99	101	99	96
CC(C)Oc1cccc(C(=O)C2CCCN(C(=O)c3ccsc3)C2)c1 (centres undefined)	-2	95	99	17	-4	-18	7	98	101	101	96
CCOc1cc(NC(=O)CCl)c(OCC)cc1NC(C)=O	2	104	101	12	6	-24	12	96	100	96	99
C#CCN(C)CC/C=C1\c2ccccc2CSc2ccccc21	14	90	92	25	5	13	3	89	91	92	91
CN1C(=O)C(O)(C2OC(C)(C)CCC2=O)c2ccccc21 (centres undefined)	0	96	97	9	-4	-31	17	101	103	98	101
COc1ccc(CNC(=O)c2coc(=O)c3ccccc23)c(OC)c1	8	96	94	16	5	-21	11	95	95	95	96
O=C(CCn1nc(-c2ccccc2)c2ccccc2c1=O)NN1CCOCC1	-12	94	95	15	-14	-4	9	94	97	94	95
CC(Sc1nc2ccccc2n1C)C(=O)Nc1ccc(N2CCOCC2)cc1 (centres undefined)	22	104	102	12	nt	-26	8	99	101	94	100
COc1ccc(Cn2c(=O)[nH]c3cc(C(=O)NCCCN4CCCCCC4)ccc3c2=O)cc1	1	104	101	23	14	-36	25	97	99	100	101
O=C(O)/C=C/C(=O)Nc1ccccc1SC(F)(F)C(F)(F)C(F)(F)F	5	100	96	14	nt	-20	11	93	94	92	97
Cc1csc(NC(=O)CSc2nnc(-c3cc(C)on3)o2)n1	3	99	102	16	-10	-33	14	102	104	99	98
COC(=O)c1c(NC(=O)c2cccnc2)sc(C(=O)N(C)C)c1C	31	102	102	11	6	-9	14	103	104	103	100
Cc1ccc(C(=O)N[C@H](C(=O)OCC(=O)NC2CCS(=O)(=O)C2)C(C)C)cc1 (some centres undefined)	0	103	102	12	nt	-10	11	100	101	100	100
CC1CCN(S(=O)(=O)c2ccc3[nH]c(=O)cc(C(=O)O)c3c2)CC1	48	98	100	23	nt	29	10	102	99	97	99
Going on with the list.
SMILES	Mcl1-Noxa inh	Rab7 wt GTP bind	HRas wt GTP bind	GSH fluor	Pf gamet viab	Mcl1 Bid PPI	Avidin fluor	Cdc42 wt GTP	Rac1 wt modul	Rac1 act GTP bind	Rab2 wt GTP
COc1cccc(C2Cc3ccccc3C(=O)O2)c1 (centres undefined)	11	102	100	19	nt	-15	4	98	101	97	97
CCN(CC)S(=O)(=O)c1cccc(C(=O)Nc2nnc(C)s2)c1	15	102	102	11	-8	9	15	98	105	97	101
COc1ccc(/C=C2\C(=O)NC(=S)N2C(=O)c2ccc(F)cc2)cc1	64*	97	94	13	nt	81*	12	96	95	91	92
CC(=O)NS(=O)(=O)c1ccc(NC(=O)/C=C/c2ccccc2)cc1	16	92	94	13	-18	0	8	99	92	92	91
COc1ccccc1NC(=O)CSC(N)=O	-3	105	106	21	nt	-19	3	106	106	102	103
CC(=O)Nc1nc(C(=O)Nc2c(C)n[nH]c2C)cs1	-1	103	104	4	2	-19	8	105	106	104	102
Cc1ccc(S(=O)(=O)NC(C)C(=O)Nc2ccccc2C(=O)N2CCCC2)cc1 (centres undefined)	16	101	104	19	nt	-1	23	102	101	99	101
CCN(CC)S(=O)(=O)c1cccc(NC(=O)Nc2cccc(C(F)(F)F)c2)c1	11	99	96	24	-30	3	27	100	99	97	97
COc1ccc(Cn2c(C3CC3)nc3ccc(NC(C)=O)cc3c2=O)cc1	16	91	95	25	4	7	9	95	93	94	94
CC(C)CC(=O)NNC(=O)C(C)C	-11	105	102	10	-12	5	4	101	107	102	102
COC(=O)/C=C/C(=O)N1CCN(c2ccccc2C)CC1	9	103	102	12	21	-18	11	104	106	101	100
O=C(Nc1ccccc1N1CCN(c2ccc(F)cc2)CC1)C12CC3CC(CC(C3)C1)C2	2	101	103	12	nt	-22	21	103	105	100	104
CC(C)c1ccc(/C=N/NC(=O)c2ccccc2Cl)cc1	20	96	99	7	-4	-3	4	100	101	97	99
O=C(c1cccc(C(F)(F)F)c1)N1CCOC12CCN(c1ncc(C(F)(F)F)cc1Cl)CC2	-13	102	102	12	nt	5	8	100	103	98	100
CCOC(=O)c1c(N)sc(C(=O)N2CCCCC2)c1C	9	105	101	30	nt	-25	5	101	104	97	103
O=C1C2(CCC13COC(c1ccc(O)cc1)OC3)COC(c1ccc(O)cc1)OC2 (centres undefined)	-4	102	101	34	nt	-12	13	102	105	101	102
CC(=O)c1c(N2CCN(Cc3ccccc3)CC2)[nH]c(-c2ccccc2)nc1=S	-82	98	99	31	0	-62	14	101	102	98	99
CCSc1nnc(-c2ccc(C)cc2)c2ccccc12	8	96	98	15	3	0	20	97	100	96	98
Cc1onc(-c2c(Cl)cccc2Cl)c1C(=O)N/N=C(\N)COc1ccc(Cl)cc1	-97	97	100	37	-12	-48	13	95	94	91	96
CC1CCN(C(=O)C2CCCCN2S(=O)(=O)c2cccc([N+](=O)[O-])c2)CC1 (centres undefined)	18	108	99	16	2	-15	10	94	98	93	98

Compound activity deposited in PubChem BioAssay by several laboratories.
